# Source: PubChem
# PriA SSB inh = inhibitors of Klebsiella pneumoniae PriA binding to SSB C-terminal tail; AlphaScreen SSBct-PriA binding, biotinylated peptide; inhibition, % at 33 µM; actives 0.6% (n = 430,000); in the data active = inhibition mostly above about 37%, no sharp cut-off; inactive = mostly below about 20%;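 note: plate controls were negative control peptide for no effect and reference peptide for full effect; strong numbers were not always called active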
# PrPC surface inh = reduces human prion protein on the cell surface. P04156. cell surface PrPC, TR-FRET read-out. inhibition, % at 13.8 µM. actives 0.43% (n = 370,000). AID 720596; in the data active = inhibition above about 24%; note: 0% = median of the test wells and 100% = reference compound wells
# SARS 3CLpro inh = SARS-CoV 3CLpro protease inhibition. AID 1706. inhibition, % at 6 µM. recombinant SARS-CoV 3CLpro, quenched FRET peptide cleavage. actives 0.14% (n = 290,000); in the data active = inhibition above about 12%
# PfHsp40 rescue = compounds rescuing yeast from Plasmodium falciparum HSP40 toxicity. S. cerevisiae expressing PfHsp40, growth rescue, ATP luminescence. growth rescue, % at 12.5 µM. actives 0.68% (n = 340,000); in the data active = growth rescue above about 28%, passing the limit was not always enough;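 note: yeast W303a lacking pdr1 and pdr3 grown in galactose medium; growth measured after three days at 30 °C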
# TcdB inh = blocks C. difficile toxin B glycohydrolase activity. actives 0.24% (n = 350,000). inhibition, % at 9.99 µM. AID 652162. P18177. TcdB glycohydrolase enzymatic assay, plate reader; in the data active = inhibition above about 10%
# Target sequence (P18177 whole entry, looked up): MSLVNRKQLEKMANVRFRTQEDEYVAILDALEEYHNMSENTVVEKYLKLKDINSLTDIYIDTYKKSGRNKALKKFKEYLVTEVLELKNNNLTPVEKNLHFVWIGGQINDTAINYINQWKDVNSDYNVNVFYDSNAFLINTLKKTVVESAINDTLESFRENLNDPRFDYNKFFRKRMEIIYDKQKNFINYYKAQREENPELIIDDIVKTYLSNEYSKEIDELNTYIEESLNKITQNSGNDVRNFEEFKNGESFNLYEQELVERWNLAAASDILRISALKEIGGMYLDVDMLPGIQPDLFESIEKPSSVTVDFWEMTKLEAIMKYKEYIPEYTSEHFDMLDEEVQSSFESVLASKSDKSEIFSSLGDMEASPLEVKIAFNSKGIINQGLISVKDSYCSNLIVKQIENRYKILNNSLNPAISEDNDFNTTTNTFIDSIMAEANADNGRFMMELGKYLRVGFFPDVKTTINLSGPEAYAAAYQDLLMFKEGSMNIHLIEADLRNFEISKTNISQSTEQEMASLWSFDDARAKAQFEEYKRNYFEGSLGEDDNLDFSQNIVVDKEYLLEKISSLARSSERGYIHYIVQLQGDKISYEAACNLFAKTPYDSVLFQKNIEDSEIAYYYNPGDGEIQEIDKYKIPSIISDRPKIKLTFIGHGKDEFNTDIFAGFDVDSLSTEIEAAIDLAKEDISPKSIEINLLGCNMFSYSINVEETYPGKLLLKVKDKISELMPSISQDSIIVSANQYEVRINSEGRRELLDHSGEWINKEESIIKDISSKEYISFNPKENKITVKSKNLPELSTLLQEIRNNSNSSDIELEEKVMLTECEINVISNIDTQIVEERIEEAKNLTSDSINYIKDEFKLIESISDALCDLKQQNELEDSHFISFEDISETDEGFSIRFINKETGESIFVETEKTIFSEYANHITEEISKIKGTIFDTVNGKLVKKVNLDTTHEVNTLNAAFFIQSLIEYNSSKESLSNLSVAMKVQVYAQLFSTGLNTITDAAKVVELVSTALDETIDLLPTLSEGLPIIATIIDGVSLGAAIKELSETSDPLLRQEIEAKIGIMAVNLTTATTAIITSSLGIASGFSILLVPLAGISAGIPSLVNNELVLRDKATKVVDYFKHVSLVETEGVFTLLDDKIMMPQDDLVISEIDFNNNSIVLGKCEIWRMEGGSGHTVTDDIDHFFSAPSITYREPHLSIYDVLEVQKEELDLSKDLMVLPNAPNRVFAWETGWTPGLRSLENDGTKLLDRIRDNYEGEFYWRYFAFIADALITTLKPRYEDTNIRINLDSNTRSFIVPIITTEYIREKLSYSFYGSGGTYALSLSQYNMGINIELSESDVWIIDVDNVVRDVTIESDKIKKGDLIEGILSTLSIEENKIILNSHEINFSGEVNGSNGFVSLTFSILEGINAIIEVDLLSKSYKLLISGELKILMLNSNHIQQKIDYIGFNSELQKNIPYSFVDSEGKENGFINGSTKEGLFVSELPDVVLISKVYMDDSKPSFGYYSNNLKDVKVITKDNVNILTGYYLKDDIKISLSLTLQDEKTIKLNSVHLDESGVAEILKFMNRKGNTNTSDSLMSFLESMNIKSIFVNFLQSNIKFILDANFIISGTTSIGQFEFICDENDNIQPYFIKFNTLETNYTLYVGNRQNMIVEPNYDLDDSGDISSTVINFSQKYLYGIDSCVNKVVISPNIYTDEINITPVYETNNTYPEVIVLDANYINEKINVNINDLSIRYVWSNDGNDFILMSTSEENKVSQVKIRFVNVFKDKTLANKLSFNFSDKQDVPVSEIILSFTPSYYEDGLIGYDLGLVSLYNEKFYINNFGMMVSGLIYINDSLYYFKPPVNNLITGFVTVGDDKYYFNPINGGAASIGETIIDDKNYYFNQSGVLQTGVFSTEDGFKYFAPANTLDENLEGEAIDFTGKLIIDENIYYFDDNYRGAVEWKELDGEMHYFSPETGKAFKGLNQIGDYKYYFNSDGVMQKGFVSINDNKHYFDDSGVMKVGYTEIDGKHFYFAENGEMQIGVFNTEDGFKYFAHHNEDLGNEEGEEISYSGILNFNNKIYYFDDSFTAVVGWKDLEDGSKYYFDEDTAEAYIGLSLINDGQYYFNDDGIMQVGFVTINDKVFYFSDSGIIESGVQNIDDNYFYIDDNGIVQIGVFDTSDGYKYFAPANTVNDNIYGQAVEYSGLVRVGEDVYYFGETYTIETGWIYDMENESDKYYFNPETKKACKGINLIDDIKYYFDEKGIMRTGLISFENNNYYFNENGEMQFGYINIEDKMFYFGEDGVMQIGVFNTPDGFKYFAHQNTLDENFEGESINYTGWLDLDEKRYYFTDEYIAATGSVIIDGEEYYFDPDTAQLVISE
# BH1578 lux ind = quorum light induction in luxS cqsA deficient V. cholerae; V. cholerae BH1578 lux reporter, luminescence, 6 h; activation, % at 18.7 µM; actives 0.16% (n = 350,000); AID 588436; in the data active = activation mostly above about 9.7%, no sharp cut-off; note: not every result past the cut was called active; inactives centre near 0; reference of the scale not given here
# Yp Topo-I inh = inhibitors of Yersinia pestis topoisomerase I; Y. pestis Topo-I cleavage product accumulation, plate reader; actives 0.064% (n = 360,000); activity, % at 10 µM; in the data active = activity above about 50%, passing the limit was not always enough; note: inactives centre near 2
# Anthrax LF prot = inhibitors of Bacillus anthracis lethal factor protease; inhibition, % at 10 µM; AID 588501; P15917; actives 0.12% (n = 360,000); multiplex microsphere protease cleavage assay, LF; note: plate controls were buffer without enzyme for full effect and enzyme alone for no effect
# BoNT-A LC inh2 = BoNT A light chain protease inhibition; actives 0.17% (n = 360,000); multiplex microsphere protease substrate cleavage, flow cytometry; inhibition, % at 10 µM; note: plate controls were buffer without enzyme for full effect and enzyme alone for no effect
# An asterisk follows results filed as active; i = inactive; / = not tested or not shown; & = joins results of further samples. Cut-off read from the data, not from the text of the source, unless noted: active = inhibition above about 30%; inconclusive = no clear call, values can overlap the other calls; inactive = below that.
# Values run as follows: BH1578 lux ind	Anthrax LF prot	TcdB inh	Yp Topo-I inh	PrPC surface inh	BoNT-A LC inh2	PfHsp40 rescue	SARS 3CLpro inh	PriA SSB inh
(1) CC1CCCC(C)N1/N=C/c1ccc(Cl)cc1 (stereo unspecified)
→ -0.8	-1.5	/	-7.3	0.2	1.3	-1.9	-5.4	/
(2) O=C(CCCC(=O)OCC(F)(F)C(F)F)Nc1ccccc1F
→ /	-5.5	-4.0	-1.1	5.6	-0.2	0.3	-3.1	-4.9
(3) Cc1ccc(NC(=O)COc2ccc(/C(N)=N/O)cc2)cc1C
→ -3.1	-4.7	0.3	-2.1	2.9	-0.5	0.6	-2.9	/
(4) COc1cccc(C(=O)NCCCNc2nc3cc(C)cc(C)c3cc2C#N)c1
→ -0.2	0.7	-1.1	15.2	-6.1	1.3	/	/	/
(5) O=C(NCCCN1CCOCC1)C(c1ccccc1)c1ccccc1
→ i	-2.7	-0.7	-0.7	-10.6	0.2	0.8	6.3	6.0&-4.9
(6) CC(=O)c1ccc(-n2c(C)ccc2-c2ccccc2)cc1
→ i	-5.8	/	1.2	-1.6	1.1	6.6	1.8	-5.7
(7) Cc1cnc(NC(=O)CSc2c(Cl)cccc2Cl)s1
→ -0.5	0.9	/	1.5	0.4	0.1	0.0	-1.3	-26.0
(8) O=c1[nH]c(Cc2ccc(Cl)cc2)nc2ccccc12
→ 0.1	-1.6	1.2	-0.5	-0.1	0.1	-1.0	-1.6	-8.1
(9) C=CCNc1oc(COc2ccc(C)cc2)nc1C#N
→ -0.1	-1.3	1.5	-0.7	-1.4	0.1	0.0	-1.9	-8.8
(10) CCn1cc(C(=O)N2CCOCC2)c(=O)c2cc(S(=O)(=O)N(C)C)ccc21
→ -0.4	-5.5	0.4	8.2	-1.3	0.8	-0.1	0.3	-9.2
(11) COC(=O)C1=C(O)/C(=C\c2ccc(O)c(OC)c2)N=C1C
→ i	-2.0	/	-14.0	-2.6	-0.4	0.1	-3.7	4.1
(12) C/C(=N\NC(=O)c1ccn[nH]1)c1cn(C)nc1C
→ -0.3	-0.9	-0.8	-4.3	-2.2	-2.8	3.1	-1.1	/
(13) CCCCn1c(CN2CCOCC2)nc2c1c(=O)n(C)c(=O)n2C
→ -0.6	-0.6	-1.0	-11.7	4.8	-0.6	1.8	-2.1	-5.8
(14) COc1ccc(CNC(=O)C2(CC3CC(c4ccccc4)=NO3)CCN(C(=O)c3cccc(O)c3)CC2)cc1 (stereo unspecified)
→ i	-9.1	0.0	17.1	-10.1	0.6	0.8	/	-7.6
(15) CCOC(=O)C1=C(COC(=O)COc2ccc(C#N)cc2)NC(=O)NC1C (stereo unspecified)
→ 0.1	1.5	0.1	-13.3	3.3	1.5	-1.1	-1.2	-4.7
(16) COc1ccc(N(CC(=O)Nc2cc(OC)c(OC)cc2C(=O)O)S(=O)(=O)c2c(C)noc2C)cc1
→ -3.8	0.7	0.6	2.6	-3.4	1.1	1.3	-0.7	4.2
(17) COc1ccc(Cl)cc1NC(=O)CN(c1ccccc1)S(=O)(=O)N(C)C
→ -0.7	0.5	/	20.2	5.4	0.3	-0.2	8.3	-22.6
(18) NS(=O)(=O)c1ccc(CCNC(=O)Nc2ccc(Cl)cc2)cc1
→ -3.1	1.0	/	4.6	4.1	2.5	1.0	2.0	-6.7
(19) O=C(CCc1ccccn1)N1CCCC(CNS(=O)(=O)c2cccs2)C1 (stereo unspecified)
→ i	-8.0	3.2	-6.4	5.8	-0.9	-0.2	2.3	-1.6
(20) OC[C@@H]1CN(Cc2cccc(C(F)(F)F)c2)C[C@H](n2cnc3c(NC4CC4)ncnc32)O1
→ -0.3	3.8	-0.3	-0.9	-4.4	-0.3	/	/	/
(21) N#CC1(NC(=O)CSc2nnc3n2CCCCC3)CCCCC1
→ -1.0	-1.7	1.9	-0.4	0.8	1.2	1.4	/	4.5
(22) COc1ccccc1NC(=O)CS(=O)(=O)c1cn(CC(=O)N2CCOCC2)c2ccccc12
→ -0.5	9.4	0.4	-4.8	-8.7	-0.7	1.4	4.7	4.6
(23) NC(=O)C1CCCN(C(=O)c2cccc(S(=O)(=O)N(Cc3ccccc3)c3ccccc3)c2)C1 (stereo unspecified)
→ -1.6	13.6	1.2	17.3	-3.8	0.3	-1.1	/	-13.5
(24) COC(=O)c1c(NC(=O)CN(c2ccccc2)S(C)(=O)=O)sc2c1CCCC2
→ 1.2	-0.2	/	-1.5	-12.0	-0.1	3.1	0.3	-0.4
(25) Cc1cc(C(C)(C)C)cc(CN2CCN(S(=O)(=O)c3cccs3)CC2)c1O
→ -5.9	3.6	11.2*	-8.7	-5.7	0.3	/	/	/
(26) CCOC(=O)c1ccc(N2C(=O)C(O)=C(C(C)=O)C2c2ccc(O)c(OC)c2)cc1 (stereo unspecified)
→ /	3.8	/	-7.3	-11.4	-0.3	-2.6	2.3	-10.2
(27) O=C(NC1CCCCC1)c1cccnc1Sc1ccccc1Cl
→ i	-3.3	2.5	2.5	-2.4	-0.4	0.6	0.5	-2.2
(28) Cn1c(Cn2c(=O)sc3ccccc32)nnc1SCc1cccc(F)c1
→ -0.2	-4.5	0.3	15.0	-4.4	0.1	1.0	2.2	-10.3
(29) CC1(C(=O)NS(=O)(=O)c2ccc(Cl)cc2)CCN1C(=O)c1ccccc1CCc1ccccc1 (stereo unspecified)
→ -0.4	1.2	-4.0	18.8	-3.5	0.2	/	/	/
(30) O=C(COCC(=O)N/N=C/c1ccccc1F)N/N=C/c1ccccc1F
→ -0.3	-1.4	1.6	0.2	-0.4	0.2	0.7	3.0	/

# As a short view, part of the list above.
# Values run as follows: BH1578 lux ind	Anthrax LF prot	TcdB inh	Yp Topo-I inh	PrPC surface inh	BoNT-A LC inh2	PfHsp40 rescue	SARS 3CLpro inh	PriA SSB inh
(3) Cc1ccc(NC(=O)COc2ccc(/C(N)=N/O)cc2)cc1C
→ -3.1	-4.7	0.3	-2.1	2.9	-0.5	0.6	-2.9	/
(4) COc1cccc(C(=O)NCCCNc2nc3cc(C)cc(C)c3cc2C#N)c1
→ -0.2	0.7	-1.1	15.2	-6.1	1.3	/	/	/
(5) O=C(NCCCN1CCOCC1)C(c1ccccc1)c1ccccc1
→ i	-2.7	-0.7	-0.7	-10.6	0.2	0.8	6.3	6.0&-4.9
(6) CC(=O)c1ccc(-n2c(C)ccc2-c2ccccc2)cc1
→ i	-5.8	/	1.2	-1.6	1.1	6.6	1.8	-5.7
(7) Cc1cnc(NC(=O)CSc2c(Cl)cccc2Cl)s1
→ -0.5	0.9	/	1.5	0.4	0.1	0.0	-1.3	-26.0
(8) O=c1[nH]c(Cc2ccc(Cl)cc2)nc2ccccc12
→ 0.1	-1.6	1.2	-0.5	-0.1	0.1	-1.0	-1.6	-8.1
(9) C=CCNc1oc(COc2ccc(C)cc2)nc1C#N
→ -0.1	-1.3	1.5	-0.7	-1.4	0.1	0.0	-1.9	-8.8
(10) CCn1cc(C(=O)N2CCOCC2)c(=O)c2cc(S(=O)(=O)N(C)C)ccc21
→ -0.4	-5.5	0.4	8.2	-1.3	0.8	-0.1	0.3	-9.2
(11) COC(=O)C1=C(O)/C(=C\c2ccc(O)c(OC)c2)N=C1C
→ i	-2.0	/	-14.0	-2.6	-0.4	0.1	-3.7	4.1
(12) C/C(=N\NC(=O)c1ccn[nH]1)c1cn(C)nc1C
→ -0.3	-0.9	-0.8	-4.3	-2.2	-2.8	3.1	-1.1	/
(13) CCCCn1c(CN2CCOCC2)nc2c1c(=O)n(C)c(=O)n2C
→ -0.6	-0.6	-1.0	-11.7	4.8	-0.6	1.8	-2.1	-5.8
(14) COc1ccc(CNC(=O)C2(CC3CC(c4ccccc4)=NO3)CCN(C(=O)c3cccc(O)c3)CC2)cc1 (stereo unspecified)
→ i	-9.1	0.0	17.1	-10.1	0.6	0.8	/	-7.6

# Shown bar-delimited: entries from further up
entry | Compound | BH1578 lux ind | Anthrax LF prot | TcdB inh | Yp Topo-I inh | PrPC surface inh | BoNT-A LC inh2 | PfHsp40 rescue | SARS 3CLpro inh | PriA SSB inh
2 | O=C(CCCC(=O)OCC(F)(F)C(F)F)Nc1ccccc1F | / | -5.5 | -4.0 | -1.1 | 5.6 | -0.2 | 0.3 | -3.1 | -4.9
3 | Cc1ccc(NC(=O)COc2ccc(/C(N)=N/O)cc2)cc1C | -3.1 | -4.7 | 0.3 | -2.1 | 2.9 | -0.5 | 0.6 | -2.9 | /

# Later entries.
# Values run as follows: BH1578 lux ind	Anthrax LF prot	TcdB inh	Yp Topo-I inh	PrPC surface inh	BoNT-A LC inh2	PfHsp40 rescue	SARS 3CLpro inh	PriA SSB inh
(31) CC(C)N(CCc1ccncc1)C(=O)Nc1ccc(F)cc1
→ -0.1	-0.3	-0.4	2.8	1.2	-0.1	0.7	-3.2	-2.7
(32) CCOC(=O)/C(=N\NC(=O)c1ccccc1)c1ccccc1
→ 1.7	3.3	1.2	2.9	-2.7	1.7	-1.0	-1.1	/
(33) Cc1ccc(-c2ccc(/C=C/C(=O)c3ccccc3)o2)cc1
→ -0.2	19.0	-0.9	17.4	-4.8	44.4*	-0.8	5.0	1.4
(34) Cc1ccc(NC(=S)NCCN2CCOCC2)cc1
→ i	0.3	/	-2.9	2.3	-0.4	-1.3	-8.3	-1.6
(35) CCOc1ccc(S(=O)(=O)N2CCC(C(=O)N3CCN(c4ccccc4F)CC3)CC2)cc1C
→ -2.9	-0.3	-0.8	29.3	8.8	3.1	2.7	6.9	11.3
(36) CC(C)CC(N=C1NC(C)(C)Cc2ccccc21)C(=O)O (stereo unspecified)
→ -0.5	0.8	/	-1.2	-0.6	-1.1	0.3	-0.8	-4.0
(37) OC(COc1cccc(OCC(O)CN2CCCC2)c1)CN1CCCC1 (stereo unspecified)
→ -7.1	-1.3	/	-6.6	-0.8	-1.5	1.9	-2.3	-8.6
(38) O=C(c1ccc(NC(=O)C2(c3ccccc3)CCCC2)cc1)N1CCOCC1
→ -0.5	-3.8	0.1	12.4	-1.4	-0.5	/	-3.6	-8.1
(39) CC(NC(=O)COC(=O)c1ccccc1O)c1ccccc1 (stereo unspecified)
→ i	-5.6	1.1	3.1	-0.3	-0.4	/	/	/
(40) O=C(Nc1nncs1)C12CC3CC(CC(Cl)(C3)C1)C2
→ -1.1	8.8	-0.5	3.4	9.2	-0.6	0.7	0.5	7.9
(41) CC1CCCCC1NC(=O)C1CCN(c2c3c(nc4ncnn24)CCC3)CC1 (stereo unspecified)
→ -10.0	-7.1	1.0	-1.7	1.1	1.1	0.3	1.4	1.6
(42) CCOc1cc(CN2CCN(c3cccc(C(F)(F)F)c3)CC2)ccc1OC
→ -4.2	7.9	/	24.8	-7.7	0.2	-0.8	2.8	-14.3
(43) CC[C@H](OC(C)=O)C(C[C@H](C)N(C)C)(c1ccccc1)c1ccccc1
→ -0.5	-5.3	0.6	-11.4	-8.6	0.3	1.0	/	-5.1
(44) COCCn1c(SCc2nnc(-c3ccc(OC)c(OC)c3)o2)nnc1-c1ccncc1
→ -0.1	-1.9	1.2	-1.5	10.6	0.5	-0.9	-2.6	-7.6
(45) COc1ccccc1-n1c(O)c(C=NCCCn2ccnc2)c(=O)[nH]c1=O
→ i	4.6	/	1.8	-1.4	-1.0	0.5	2.2	-2.3
(46) Cc1ccc(C)c(N2N=C(C(=O)N(CC(C)C)c3c(N)n(Cc4ccccc4)c(=O)[nH]c3=O)CCC2=O)c1
→ -1.3	-2.0	2.7	1.8	-1.0	-3.2	-0.5	6.1	-0.8
(47) COc1cccc(-c2cc(N3CCN(C(=O)c4ccoc4)CC3)n3nc(-c4cccc(Cl)c4)cc3n2)c1
→ -0.1	-0.5	0.7	9.6	-0.8	-0.2	/	/	/
(48) Cc1cc(C)c(C(=O)c2cccs2)c(C)c1
→ i	3.9	1.6	-1.0	7.9	0.1	-0.4	/	-17.5
(49) CCCOC(=O)c1ccc(S(N)(=O)=O)o1
→ -0.7	0.3	/	7.1	0.7	-0.1	-0.4	1.5	-10.5
(50) c1cncc(-c2noc(-c3ccco3)n2)c1
→ 0.6	3.0	/	4.0	-2.7	-0.3	-1.8	-4.2	-15.8
(51) COC(=O)c1c(C)oc(C)c1S(=O)(=O)NCC1CC1
→ i	-19.3	0.1	-4.0	-3.1	-7.2	0.1	-3.8	-7.6
(52) COC(=O)c1c(CSc2ccc(Cl)cc2)noc1C(=O)NCc1ccco1
→ -2.9	4.4	0.3	30.1	4.2	-0.2	-2.7	8.2	-13.4

# Only part of the results is shown (hit frequency here may not be typical).
